# Source: PubChem (several laboratories)
# LANA DNA inh = blocks KSHV LANA C-terminal domain binding to DNA; MBP-C-LANA/FAM-LBS DNA binding, fluorescence polarization; inhibition, % at 9 µM; 340,000 compounds, 0.078% hits; AID 504423;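 active means highest replicate inhibition at or above 60% at 9 µM, even if other replicates fall short; inactive means all replicates below 60% inhibition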;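 further: 0% = neutral control wells and 100% = 4 µM acridine orange control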
# OPRM1-OPRD1 ag = agonists of human mu-delta opioid receptor heterodimerization; P35372+P41143; cells, OPRM1-OPRD1 heterodimerization, luminescence; activation, % at 9.3 µM; 340,000 compounds, 0.3% hits; in the data active means activation above about 18%;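 further: 0% = vehicle-treated cells and 100% = reference agonist; values of inactives mirror those of a sister screen read the other way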
# Target sequence (P35372 whole entry, looked up): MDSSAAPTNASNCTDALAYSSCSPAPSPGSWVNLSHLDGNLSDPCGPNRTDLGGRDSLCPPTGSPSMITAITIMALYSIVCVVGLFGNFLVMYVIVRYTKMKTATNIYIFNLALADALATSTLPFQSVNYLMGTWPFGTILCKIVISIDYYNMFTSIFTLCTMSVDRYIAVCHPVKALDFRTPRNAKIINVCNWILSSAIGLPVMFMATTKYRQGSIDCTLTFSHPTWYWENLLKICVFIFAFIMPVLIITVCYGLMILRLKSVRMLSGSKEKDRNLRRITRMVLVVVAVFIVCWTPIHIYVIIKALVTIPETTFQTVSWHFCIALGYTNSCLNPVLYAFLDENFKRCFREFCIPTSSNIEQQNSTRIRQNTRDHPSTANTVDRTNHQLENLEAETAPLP
# Target sequence (P41143 whole entry, looked up): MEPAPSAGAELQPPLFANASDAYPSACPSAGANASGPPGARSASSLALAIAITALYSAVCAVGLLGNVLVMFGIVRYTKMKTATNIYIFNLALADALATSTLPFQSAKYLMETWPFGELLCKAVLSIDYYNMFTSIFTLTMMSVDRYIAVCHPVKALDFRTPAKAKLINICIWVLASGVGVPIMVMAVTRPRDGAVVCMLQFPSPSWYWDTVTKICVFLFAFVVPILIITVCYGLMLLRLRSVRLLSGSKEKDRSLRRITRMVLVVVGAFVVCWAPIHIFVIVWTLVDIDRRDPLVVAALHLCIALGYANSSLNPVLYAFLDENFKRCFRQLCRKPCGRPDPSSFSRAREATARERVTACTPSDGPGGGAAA
# MOR-DOR inv ag = inverse agonists of human mu-delta opioid receptor heterodimerization | 340,000 compounds, 0.21% hits | P35372+P41143 | inhibition, % at 9.3 µM | cell-based MOR-DOR heterodimer luminescence, inverse agonism; in the data active means inhibition above about 22%, passing the limit was not always enough;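 further: 0% = cells with DMSO and 100% = wells without cells with DMSO; values of inactives mirror those of a sister screen read the other way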
# HTR5A inv ag = HTR5A inverse agonism, opioid heterodimer counter-screen. P47898. HTR5A cell line, luminescence. inhibition, % at 9.3 µM. 340,000 compounds, 0.083% hits. AID 504634; in the data active means inhibition mostly above about 23%, no sharp cut-off; inactive means mostly below about 18%;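 further: 0% = cells with DMSO and 100% = no-cell wells with DMSO; some compounds called inactive have numbers as strong as hits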
# CAL PDZ FP = CAL PDZ (human) peptide binding inhibition; 300,000 compounds, 0.92% hits; Q9HD26; AID 602252; purified CAL PDZ, TMR-peptide fluorescence polarization, 1 h; inhibition, % at 24.9 µM;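 active means mean inhibition of at least 30% with at least half of replicates also reaching 30%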;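 further: 0% = DMSO neutral control and 100% = excess unlabeled competitor peptide PRC23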
# V-ATPase pHluor = yeast V-ATPase proton transport regulation by pHLuorin | S. cerevisiae, pHLuorin cytosolic pH fluorescence | response, % at 10 µM | 350,000 compounds, 0.37% hits | AID 504577; in the data active means response mostly above about 7.3%, no sharp cut-off; inactive means mostly below about 5.4%; further: actives read high; inactives centre near 0; some compounds called inactive have numbers as strong as hits; reference of the scale not given here
# RTF Ca sens act = increases calcium sensitivity of human cardiac regulated thin filaments; activation, % at 7.2 µM; AID 493008; 340,000 compounds, 0.24% hits; IANBD-labeled TnC RTF fluorescence at EC20 calcium; 0% EC20 calcium, 100% full calcium; P19429+P45379;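 active means activation above the mean over all tested compounds plus 3 SD, cut at about 30% in these data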;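 further: rise in fluorescence read as greater calcium sensitivity of cardiac thin filaments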
# HTR5A ag ctr = activates human HTR5A in OPRM1-OPRD1 agonist counter-screen. P47898. HTR5A agonist assay, luminescence, cell-based. activation, % at 9.3 µM. 340,000 compounds, 0.61% hits. AID 504692; in the data active means activation mostly above about 9.5%, no sharp cut-off; inactive means mostly below about 7.6%;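 further: 0% = cells with vehicle only and 100% = reference agonist; strong numbers were not always called active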
# Keap1-Nrf2 PPI = disrupts human Keap1 binding to Nrf2 peptide. Keap1 Kelch-Nrf2 peptide fluorescence polarization, 1536-well. inhibition, % at 9.4 µM. 340,000 compounds, 0.15% hits. AID 504523; in the data active means inhibition above about 12%;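 further: human Keap1 Kelch domain with fluorescein labeled Nrf2 9mer peptide probe; 0% = neutral control wells and 100% = peptide positive control; higher means more block of Keap1 binding to Nrf2 peptide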
# Cardiac RTF inh = cardiac RTF calcium desensitization; P19429+P45379; inhibition, % at 7.15 µM; 340,000 compounds, 0.12% hits; IANBD-labeled cardiac RTF, Ca2+ fluorescence;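 active means inhibition above the mean inhibition of all tested compounds plus 3 SD, cut at about 17% in these data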;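 further: assay run at fixed EC70 calcium of 1.6 mM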
# * = called active by the depositor; . = no result given.
SMILES,LANA DNA inh,OPRM1-OPRD1 ag,MOR-DOR inv ag,HTR5A inv ag,CAL PDZ FP,V-ATPase pHluor,RTF Ca sens act,HTR5A ag ctr,Keap1-Nrf2 PPI,Cardiac RTF inh
O=C(NC1CCCCCCC1)c1cc([N+](=O)[O-])ccc1Cl,0.1,0.2,-1,8,-15,2,0,-4,3,1
COc1cc(/C=N/NC(=O)c2cncc(Br)c2)cc([N+](=O)[O-])c1O,-0.9,-3.7,19,-9,-9,-4,1,3,0,-6
COc1cc(C2CC(=O)Oc3cc(OC)c(OC)c(OC)c32)cc(OC)c1OC (stereo not drawn),-4.2,-0.8,4,-1,-5,0,-3,0,-4,-7
O=C(O)CCC(CNS(=O)(=O)c1ccccc1)C(F)(F)F (stereo not drawn),-2.6,-1.8,8,15,-3,-2,0,-6,-3,8
O=C(CCNS(=O)(=O)c1ccc(Br)s1)N1CCCCC1,-0.9,-4.4,18,0,3,0,-5,0,-1,4
C=CCNC(=O)/C=C/c1c(F)cccc1Cl,0.5,-0.5,2,-22,-2,-3,2,0,2,-1
Cc1ccc(S(=O)(=O)c2cn(Cc3ccc(F)cc3)c3cc4c(cc3c2=O)OCO4)cc1,-0.1,-1.5,8,-27,-1,3,0,-1,-3,6
COc1ccc(CNC(=O)CN(Cc2ccco2)C(=O)CNS(=O)(=O)c2ccc(F)cc2)cc1,1.0,-1.5,8,11,0,1,-1,-4,-2,-1
COc1ccc(C(=O)Nc2cc(=O)n(C)c(=O)n2C)cc1,-0.8,-2.1,10,2,-2,4,-1,-2,0,1
O=S(=O)(c1ccc(=S)[nH]c1)N1CCN(Cc2ccccc2)CC1,0.0,-2.1,11,-10,.,-2,1,3,1,6
O=C(O)CN1C(=O)/C(=C\c2cc(Br)ccc2OCc2ccc([N+](=O)[O-])cc2)SC1=S,78*,-0.8,4,18,-13,-1,-15,-5,1,1
CC(CCc1ccccc1)NC(=O)COC(=O)c1cccn1C (stereo not drawn),0.7,-3.1,12,-20,-6,2,10,8,3,-8
Cc1cc([N+](=O)[O-])nn1Cc1noc(C(=O)NCc2ccc3c(c2)OCO3)n1,0.1,-0.2,2,11,-6,1,7,-4,-4,-6
O=C(COC(=O)CNS(=O)(=O)c1ccc(Br)cc1Cl)Nc1ccc(N2CCOCC2)cc1,-1.5,-1.2,7,4,5,2,6,-2,-5,-3
Cc1cccc(N(C(=O)c2ccco2)C(C(=O)NC2CCCC2)c2ccco2)c1C (stereo not drawn),0.3,-2.0,12,6,-6,1,-5,-4,-3,-1
C/C(=N\NC(=O)c1nn(C)c(C)c1Br)c1ccc(NC(=O)c2ccc(C)s2)cc1,2.0,-1.5,7,-11,-7,3,-3,5,-1,3
CCOc1ccc(NC(=O)C(C)Oc2ccc(C#N)cc2)cc1S(=O)(=O)N1CCCC1 (stereo not drawn),-1.6,-1.2,5,-2,0,-3,-3,1,-3,-3
CCOC(=O)c1ccc(NCCc2ccc(OC)c(OC)c2)c(N)c1,-0.1,-1.0,5,12,3,1,-1,-3,0,0
Cc1ccc(S(=O)(=O)N2CCN(C(=O)CSc3nc(N)cc(=O)[nH]3)CC2)c(C)c1,-1.0,-1.8,9,3,5,0,0,-1,1,1
Cn1c(C(=O)NCCc2ccsc2)cc2c(=O)n(C)c3ccccc3c21,0.4,-2.2,11,-3,1,4,3,1,-1,-3
O=C(c1ccco1)N1CCN(S(=O)(=O)Cc2ccccc2Cl)CC1,2.3,-0.2,1,10,-4,-2,5,3,-1,-4
O=C(O)c1cc(-c2cccs2)nc2cc3c(cc12)OCCO3,2.1,-4.0,20,11,-1,1,0,-4,-4,-8
Cc1ccc(C(=O)NNC(=O)c2ccc(C)cc2)cc1,-3.0,-1.1,6,-10,2,1,5,4,-1,-11
COc1cccc2[nH]c3c(=O)n(CCCN4CCOCC4)cnc3c12,-1.5,-3.1,16,-13,-1,-1,2,4,1,2
N#Cc1ccc(C(=O)OCC(=O)NC(=O)NC2CCCCC2)cc1,-0.1,-0.5,2,-17,.,1,-1,2,-5,-7
O=C(Nc1cnn(Cc2ccc(Cl)cc2)c1)c1cccs1,-1.4,-1.6,9,-11,-2,-1,1,-2,-3,-15
Clc1ccc2nc(-c3cccc(SC4CCCCC4)c3)c(NCc3ccccc3)n2c1,-0.4,2.5,-14,9,0,-3,-6,-4,-3,-8
COc1ccc(F)cc1C(=O)C1CCCN(Cc2ccc3c(c2)OCCO3)C1 (stereo not drawn),1.3,4.7,-23,-8,-2,1,0,3,-1,-13
O=C(COC(=O)C1CCCN1C(=O)c1cccs1)c1ccccc1 (stereo not drawn),1.3,-0.9,5,-3,-1,-1,7,1,-4,-3
CC1CN(CCc2ccccc2)C(C)C/C1=N/O (stereo not drawn),-0.7,-1.1,5,1,-3,1,-2,-4,2,-6
CCN(CCCn1c(SCC#N)nc2ccccc2c1=O)c1ccccc1,-0.1,4.6,-23,-1,-6,3,-2,1,-4,-1
Cc1cccc(C)c1NC(=O)/C(C#N)=C/c1cccs1,-0.6,0.4,-2,-10,4,-3,-7,-3,1,4
CSc1nc2ccc(NC(=O)C3=NN(c4ccccc4)C(=O)CC3)cc2s1,-0.1,-2.3,12,-3,-2,-1,-7,1,-2,9
Cc1ccccc1NC(=O)CC(=O)Nc1ccccc1C,0.5,-4.4,20,7,-6,6,-1,-2,-4,3
COc1ccc(NC(=O)CN(C)C(=O)CN2C(=O)NC3(CCCC3)C2=O)cc1,0.5,-2.4,13,0,-3,-4,3,0,-1,-8
O=C(Cn1c(=O)n(CCCCC(=O)NC2CCCC2)c(=O)c2ccccc21)NCCC1=CCCCC1,0.5,-2.7,17,11,-5,5,3,-2,-5,3
Cc1cccc(C2=NN(c3ccc(Br)cc3)[C@@H](C(=O)N3CCOC3=O)[C@@H]2C)c1,1.7,3.5,-18,1,-7,-1,-1,0,1,-5
O=C(Nc1nnc(SCC(=O)N2CCCc3ccccc32)s1)c1cccc2ccccc12,1.5,0.9,-4,-22,-2,1,1,2,1,5
CCN(CC)CCNC(=O)c1ccc2c(=O)n(C3CCCC3)c(=S)[nH]c2c1,-0.5,-1.5,8,3,.,2,-1,1,3,-12
CCn1c(O)c(/C=C2\C=Nc3ccccc32)sc1=O,0.1,8.5,-62,-16,-2,2,-8,6,-5,4
COc1ccc(-c2cc3c(=O)n(CC(=O)NCc4ccc(C)cc4)ncn3n2)cc1,-0.3,-0.7,4,5,12,-2,3,-2,0,-10
COc1ccc(C2CC(c3cc(Br)ccc3F)n3nnnc3N2)cc1 (stereo not drawn),0.9,0.3,-1,-6,-1,-1,2,2,0,-11
O=C(Cn1c(COc2ccc(Cl)cc2)nc2ccccc21)NCC(F)(F)F,-0.9,.,.,.,0,-5,6,.,1,-12
COCCNC(=O)Cn1cc2c(n1)CCC(C)C2 (stereo not drawn),2.3,0.2,-1,0,.,-2,8,0,-4,-5
COc1ccc(-c2nc(-c3cccc([N+](=O)[O-])c3O)cc(=O)o2)cc1OC,-2.0,-3.2,15,1,-2,-4,2,-1,-3,1
COC(=O)C(CCC(C(=O)OC)N1C(=O)c2ccccc2C1=O)N1C(=O)c2ccccc2C1=O (stereo not drawn),-2.9,-0.4,2,14,1,1,3,-4,-2,-16
COc1ccc(OC)c(CNC(=O)CCC(=O)N2Cc3ccccc3Oc3ncccc32)c1,0.1,-3.5,18,-36,-3,0,2,1,1,-6
Cn1nnnc1SCCNCc1ccccc1OCc1ccccc1,-1.5,-2.4,12,13,-3,-3,0,1,-4,-5

# One compound at a time, as listed above.
# Listed for COc1ccc(C(=O)Nc2cc(=O)n(C)c(=O)n2C)cc1 → LANA DNA inh = -0.8; OPRM1-OPRD1 ag = -2.1; MOR-DOR inv ag = 10; HTR5A inv ag = 2; CAL PDZ FP = -2; V-ATPase pHluor = 4; RTF Ca sens act = -1; HTR5A ag ctr = -2; Keap1-Nrf2 PPI = 0; Cardiac RTF inh = 1
# Listed for O=C(NC1CCCCCCC1)c1cc([N+](=O)[O-])ccc1Cl → LANA DNA inh = 0.1; OPRM1-OPRD1 ag = 0.2; MOR-DOR inv ag = -1; HTR5A inv ag = 8; CAL PDZ FP = -15; V-ATPase pHluor = 2; RTF Ca sens act = 0; HTR5A ag ctr = -4; Keap1-Nrf2 PPI = 3; Cardiac RTF inh = 1

# Continuation.
SMILES,LANA DNA inh,OPRM1-OPRD1 ag,MOR-DOR inv ag,HTR5A inv ag,CAL PDZ FP,V-ATPase pHluor,RTF Ca sens act,HTR5A ag ctr,Keap1-Nrf2 PPI,Cardiac RTF inh
CCCOC(=O)CSC1=C(C#N)C(c2ccccc2OCC)C(C#N)C(=O)N1 (stereo not drawn),-1.6,-2.3,13,-4,0,3,-4,-3,-2,-7
FC(F)Sc1ccc(NC(=S)N2CCN(c3ccccn3)CC2)cc1,1.7,1.3,-8,-11,-2,-1,-1,-3,0,-3
COc1cc(NC(=O)c2ccnc(N)c2)cc(C(=O)Nc2cccc(C(F)(F)F)c2)c1,0.6,1.3,-7,-12,-9,-2,1,-3,-5,6
CN1CCC(N(C)S(=O)(=O)c2ccc(C(C)(C)C)cc2)CC1,.,-0.8,4,-13,2,0,-6,3,-2,-5
O=C(NCC1CC1)c1cc([N+](=O)[O-])cc([N+](=O)[O-])c1,0.1,1.3,-7,-24,-2,3,4,6,-1,-21
COc1ccc2cc(C(c3nnnn3CCc3ccccc3)N3CCC(O)CC3)c(=O)[nH]c2c1 (stereo not drawn),1.0,-2.1,12,12,-3,3,4,0,-4,-9
COc1ccc(CNCCC(c2ccccc2)C2CCOC(C)(C)C2)cc1 (stereo not drawn),0.1,17,-80,-22,-2,-1,1,0,-1,-23
Cc1ccc(NC(=O)COC(=O)CNC(=O)c2cccc([N+](=O)[O-])c2)cc1S(=O)(=O)N1CCCCCC1,-0.3,3.3,-22,16,2,-4,5,1,-6,-7
O=C(O)c1ccc(CSc2nnc(-c3ccco3)n2-c2ccccc2)cc1,-0.9,-0.9,5,1,0,-1,3,0,-8,-24
O=C(CSc1nnc(SCc2ccccc2)s1)N/N=C/C=C\c1ccco1,-0.8,1.5,-11,24,0,-3,-5,2,-2,7
O=C(OCC(=O)N1CCN(Cc2ccccc2)CC1)c1ccc(Cl)cc1,0.0,1.3,-9,-1,-3,0,0,0,-4,-7
COc1cccc(NC(=O)Nc2ccc3c(c2)nc(C)n3C)c1,0.5,0.4,-3,7,-4,-3,-7,-2,0,0
O=C(Cc1ccc(F)cc1)N1CCN=C1SCc1ccc([N+](=O)[O-])cc1,3.2,-0.7,4,7,-2,3,1,-2,1,-13
CCC(N1CCOC1=O)S(=O)(=O)c1ccc(C)cc1 (stereo not drawn),-1.9,0.2,-1,14,-1,-1,0,0,-2,-14
CC1CN(S(=O)(=O)c2ccc(F)cc2)C(C)N1C(=O)N1CCOCC1 (stereo not drawn),-1.6,-2.7,14,-24,-3,-1,-6,9,-2,9
Cc1ccc(S(=O)(=O)N(C)c2ccc(C(=O)O)cc2)cc1,-0.7,0.4,-2,11,2,-1,7,8,-4,-6
COc1ccc(Br)c(C(=O)N(C)CC(=O)Nc2ccc(N3CCOCC3)cc2)c1,0.0,-1.2,8,-22,2,1,2,0,4,-16
COc1cccc(OCCCCCCN2CCOCC2)c1,0.5,-2.2,12,-29,-1,3,-6,-1,-2,6
